Screens from PubChem.
HSP90 inh = blocks HSP90-mediated luciferase refolding in reticulocyte lysate; 0.91% of 290,000 active; inhibition, % at 5.6 µM; Rabbit reticulocyte lysate, luciferase refolding luminescence, 3 h;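 active = inhibition above the screen-wide mean plus 3 SD, computed separately per campaign, cut at about 16% in these data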;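 note: 0% = DMSO wells and 100% = 60 µM geldanamycin wells; inhibitors lower the luminescence because luciferase stays unfolded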
GSK3 alpha inh = human GSK-3 alpha kinase inhibition; P49840; ADP-Glo luminescence, 60 min; inhibition, % at 10 µM; 0.1% of 320,000 active; AID 2650;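 in the data active = inhibition above about 50%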;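 note: GST-tagged GSK-3 alpha with peptide substrate and 25 µM ATP; 0% = DMSO neutral wells and 100% = GW8510 positive control wells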
Target sequence (P49840 whole entry, looked up): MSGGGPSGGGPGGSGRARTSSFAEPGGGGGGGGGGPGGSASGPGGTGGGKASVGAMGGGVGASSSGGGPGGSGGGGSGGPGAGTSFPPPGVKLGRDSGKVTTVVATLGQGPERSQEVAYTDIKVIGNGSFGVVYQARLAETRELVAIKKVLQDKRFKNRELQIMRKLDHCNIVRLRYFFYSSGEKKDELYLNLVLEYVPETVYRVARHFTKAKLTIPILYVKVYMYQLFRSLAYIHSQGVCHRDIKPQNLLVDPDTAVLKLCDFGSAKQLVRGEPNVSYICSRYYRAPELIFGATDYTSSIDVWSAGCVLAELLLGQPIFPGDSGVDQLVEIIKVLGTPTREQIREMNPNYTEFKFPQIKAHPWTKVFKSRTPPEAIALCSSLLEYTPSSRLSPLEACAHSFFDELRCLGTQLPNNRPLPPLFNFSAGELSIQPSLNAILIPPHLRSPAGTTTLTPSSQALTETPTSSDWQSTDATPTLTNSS
HSF1 activator = increases HSF-1 driven luciferase reporter signal | NIH3T3-HGL HSF-1 luciferase reporter, MG132, 8 h; 100% = twice DMSO control signal | activation, % at 9 µM | 1.7% of 300,000 active | AID 504408;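 active = mean replicate activation of at least 50% with a set share of replicates each reaching 50%; inconclusive = only one of those two conditions met; inactive = mean below 50% and too few replicates reaching it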;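 note: 0% = median of the neutral control wells and 100% = twice that signal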
HSF1 inh = HSF1 inhibition; AID 2098; 0.77% of 300,000 active; activity change, negative = inhibition, % at 7.5 µM (by protocol); NIH3T3-HGL HSE-luciferase, MG132-induced, luminescence 8 h; stronger effect = lower value;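 active = more than half of replicate wells show activity change below -50%, luminescence cut by over half; inconclusive = some wells, but at most half, below -50%; inactive = no replicate well below -50%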;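 note: luciferase reports HSF-1 transcriptional activity via heat shock element; 0% = median of DMSO wells and -100% = zero luminescence signal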
GSK3beta inhib = blocks human GSK3beta kinase activity | P49841 | GST-GSK3beta kinase, ADP-Glo luminescence, 60 min; stronger effect = lower value | activity score (negative = inhibition), % at 10 µM | 0.038% of 300,000 active;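 active = more than half of replicate wells score below -50%, meaning over 50% inhibition versus plate controls; inconclusive = some replicates but at most half score below -50%; inactive = no replicate scores below -50%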;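 note: 0% = median DMSO wells and -100% = median GW8510 positive control wells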
Target sequence (P49841 whole entry, looked up): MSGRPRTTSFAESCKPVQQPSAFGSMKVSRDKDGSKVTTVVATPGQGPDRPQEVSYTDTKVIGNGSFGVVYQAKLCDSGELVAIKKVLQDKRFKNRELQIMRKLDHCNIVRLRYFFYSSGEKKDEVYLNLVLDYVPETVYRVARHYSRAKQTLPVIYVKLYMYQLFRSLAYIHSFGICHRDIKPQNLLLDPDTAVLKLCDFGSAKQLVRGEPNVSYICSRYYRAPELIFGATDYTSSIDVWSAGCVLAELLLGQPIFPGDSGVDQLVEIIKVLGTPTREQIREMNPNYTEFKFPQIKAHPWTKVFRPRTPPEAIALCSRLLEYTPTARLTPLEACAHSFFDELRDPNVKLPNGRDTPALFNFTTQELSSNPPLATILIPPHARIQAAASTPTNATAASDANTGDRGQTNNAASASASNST
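Assay system: GST-tagged human GSK3beta kinase, cell-free; Input: 1.6 ng GSK3beta; Medium: Tris/MgCl2 kinase buffer; Timing: 60 min enzyme reaction, room temperature; Signal: ADP-Glo luminescence quantifying ADP generated by kinase; Evaluation: score relative to plate controls; Benchmarks: DMSO neutral wells and GW8510 at 20 µM as positive.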
Platelet DG rel = platelet dense granule release activity; human platelet-rich plasma, SFLLRN dense granule ATP release, luminescence; inhibition, %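 (compounds screened at 7.5 µM in platelet-rich plasma)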; 0.22% of 300,000 active; AID 1663;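 active = mean replicate score, as percent of positive control, at or above 50; inconclusive = mean below 50 but at least one replicate at or above 50; inactive = mean and every replicate below 50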
DYRK1A inh = Dyrk1A (rat) kinase inhibition. Q63470. ADP-Glo luminescence, NFATc1 peptide. inhibition, % at 12.5 µM. 0.43% of 310,000 active; in the data active = inhibition above about 50%;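 note: plate controls were vehicle with enzyme for no effect and no enzyme for full effect; many of its hits are not listed in these tables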
KLF5 inhibitor = kruppel-like factor 5 inhibition; DLD-1 KLF5 promoter-luciferase reporter, luminescence; inhibition, % at 5 µM; 0.23% of 290,000 active; AID 1700;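 active = inhibition above a per-plate limit of that plate's mean compound inhibition plus 3 SD, cut at about 60% in these data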;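 note: 0% = DMSO wells and 100% = LY294002 at 200 µM; higher means less KLF5 promoter-driven luciferase light; inactives centre near -14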
aSyn 5UTR inh = MLPCN primary screen, SNCA 5' untranslated region; inhibition, % (tested at 7.5 µM); alpha-synuclein 5'UTR reporter, inhibitor activity; 0.82% of 300,000 active; AID 1813; in the data active = inhibition above about 60%; inconclusive = no clear call, values can overlap the other calls;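 note: H4 neuroglioblastoma cells stably carrying SNCA 5'UTR luciferase fusion; 0% = DMSO wells and 100% = positive control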
IEC-6 cytotox = IEC-6 cytotoxicity, counter-screen for KLF5 inhibitors; luminescence viability; inhibition, % at 5 µM; 0.78% of 290,000 active; AID 1825; in the data active = inhibition above about 22%;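 note: 0% = plate median of test compound wells and 100% = cytotoxic reference compound wells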
* marks the source's active call; other numbers are inactive results; ? = inconclusive; . = no result given. An excerpt (hit frequency here may not be typical).

SMILES | HSP90 inh | GSK3 alpha inh | HSF1 activator | HSF1 inh | GSK3beta inhib | Platelet DG rel | DYRK1A inh | KLF5 inhibitor | aSyn 5UTR inh | IEC-6 cytotox
O=C(CSc1ccc(-c2ccccn2)nn1)Nc1cccc(F)c1 | 4 | -1 | -7 | 15 | 1 | -31 | 5 | -21 | -9 | 5
CCOC(=O)c1ccccc1OCc1cc(/C=N/n2cncn2)ccc1OC | 6 | -1 | 1 | -2 | 0 | 0 | -2 | -41 | -15 | -2
CC[n+]1c(C)sc2c(C)cc(C)cc21 | -1 | -2 | 6 | -6 | 1 | . | 1 | -21 | 0 | 1
COCCn1c(-c2ccco2)csc1=Nc1cccnc1 | 2 | -2 | 5 | 1 | 4 | -3 | 5 | -31 | -12 | 0
COC(=O)c1cc(NC(=O)c2cccnc2)cc(C(=O)OC)c1 | -6 | 0 | 21 | 3 | -2 | 2 | -1 | -28 | -10 | -1
Nc1c(C(=O)NC2CCCC2)sc2nc(-c3cccs3)ccc12 | 3 | -1 | 56* | 48 | 4 | 0 | 1 | -16 | -74 | -18
Cc1ccn2cc(C(=O)Nc3nnc(C)s3)nc2c1 | 3 | 2 | 10 | 6 | 2 | 0 | -9 | -78 | -111 | -7
CCN(CC)S(=O)(=O)c1ccc(S(=O)(=O)N(CC(=O)Nc2ccccc2)CC2CCCO2)cc1 (stereo not drawn) | -4 | -2 | 5 | 8 | 1 | -2 | -9 | 13 | 9 | -1
Cc1ccccc1OCc1nc(-c2ccc(NC(=O)c3ccco3)cc2)no1 | 3 | -2 | . | . | 0 | . | 3 | -125 | . | -1
COc1cccc(/C=C2\CC(C)Cc3c2nc2ccccc2c3C(=O)O)c1OC (stereo not drawn) | 4 | -4 | 16 | 0 | -3 | 1 | -7 | -32 | 6 | 1
C=CCN(C(=O)c1csnn1)C(C(=O)NCc1ccc(F)cc1)c1cccs1 (stereo not drawn) | -3 | 0 | 8 | 6 | 0 | -7 | 4 | -3 | 4 | 12
COc1ccc(-c2ccc(Nc3ccc(S(=O)(=O)N4CCCC4)cc3)nn2)cc1OC | -1 | 0 | -2 | -1 | 3 | 27 | -10 | -3 | -22 | 5
CCOC(=O)C1CCCN(C2=C(NS(=O)(=O)c3ccc(Br)cc3)C(=O)c3ccccc3C2=O)C1 (stereo not drawn) | 1 | 1 | 6 | 5 | 1 | -3 | 5 | -10 | 9 | 0
C=C(C)C1CC=C(C)/C(=N\NC(=O)CCC(=O)Nc2ccc(C)c(C)c2)C1 (stereo not drawn) | 12 | -4 | 11 | -1 | 2 | 3 | -7 | -26 | 9 | -5
CNc1ncc(C(=O)c2ccc(Br)cc2)s1 | 2 | . | 40 | 22 | -1 | -4 | 4 | -100 | -108 | 2
CN(Cc1ccon1)C(=O)CC1C(=O)NCCN1Cc1ccccc1C(F)(F)F (stereo not drawn) | 6 | . | 19 | -2 | 1 | -7 | 5 | 3 | 18 | 3
COc1cc(OC)c(OC)cc1CN1CCN(S(=O)(=O)c2ccc(NC(C)=O)cc2)CC1 | 0 | -2 | -21 | -10 | -5 | -9 | -3 | -13 | -4 | -2
COc1ccc(NC(=O)CN2C(=O)COc3ccccc32)cc1OC | -4 | 0 | 16 | 0 | 5 | -6 | -7 | 0 | 13 | -3
CCc1ccccc1NC(=S)N1CCCCCC1 | -4 | . | . | . | 3 | . | 6 | -32 | . | -4
CCOc1ccc(NC(=O)Cn2nnc(C(=O)NCCc3ccc(OC)c(OC)c3)c2N)cc1 | 2 | 0 | 2 | -2 | -2 | -1 | -1 | -20 | 17 | 6
Cc1ccn2c(NC(=O)c3ccccc3)c(-c3cccs3)nc2c1 | 4 | -1 | -2 | 0 | 1 | 10 | 2 | 4 | -2 | 3
CCCN1CCN(CC(=O)Nc2nc3ccccc3s2)CC1 | -3 | -2 | -9 | 2 | 1 | 6 | 9 | -55 | -15 | 8
Cc1cc(C)c[n+](CC(=O)c2c(C)cc(C)c([N+](=O)[O-])c2C)c1 | -1 | 0 | -1 | -4 | -5 | 1 | -8 | -32 | -8 | 0
Cc1cccc(C)c1OCC(=O)N/N=C/C=C/c1ccco1 | 0 | -1 | 81* | 63 | 0 | 7 | 8 | -23 | -37 | -1
COc1ccc(/C=C/C(=O)NC(=S)N2CCN(c3ccccn3)CC2)cc1 | 2 | 1 | -1 | 1 | -4 | 7 | . | -3 | -122 | -1
Cc1ccc2oc(=O)c3cnn(CC(=O)N4CCCc5ccccc54)c3c2c1 | 3 | 1 | -6 | 1 | -1 | 0 | 5 | 11 | 9 | 1
CCN(C(=O)CSc1ncn[nH]1)c1cccc2ccccc12 | 0 | 0 | -3 | -9 | 0 | -10 | 7 | -7 | 20 | -4
O=C(Nc1ccccn1)c1ccc(S(=O)(=O)N2CCCCCC2)cc1 | . | 1 | 12 | 12 | -6 | -26 | 8 | . | -87 | .
CS(=O)(=O)N(CC(=O)Nc1ccc(F)c(F)c1)c1cccc([N+](=O)[O-])c1 | 1 | 0 | 13 | 6 | -3 | -4 | 0 | -23 | 1 | 4
COc1ccc(/C=N/NC(=O)c2nnn(-c3nonc3N)c2CN(C)c2ccccc2)cc1 | 6 | -1 | 8 | -1 | 5 | 18 | -3 | -10 | -4 | 3
CCCCc1ccc(S(N)(=O)=O)cc1 | -2 | -2 | 6 | -4 | -1 | 6 | -1 | -26 | 7 | -1
Cc1ccc(S(=O)(=O)N(C)c2ccc(C(=O)NCC(c3cccs3)N3CCOCC3)cc2)cc1 (stereo not drawn) | -5 | -1 | 3 | 7 | 0 | -5 | -1 | -9 | 23 | -6
CC(C(=O)N1CCN(c2ccc(Cl)cc2)CC1)c1ncc(C(F)(F)F)cc1Cl (stereo not drawn) | -2 | 1 | 11 | 3 | 8 | -1 | 2 | -38 | 25 | -5
COc1cccc(COc2ccc(N(C)S(=O)(=O)c3ccccc3)cc2)c1 | 4 | 1 | 11 | 6 | 3 | -4 | -1 | -26 | -4 | -7
O=C(N/C(=C/c1ccc(Br)cc1)C(=O)N1CCCC1=O)c1ccco1 | 2 | -3 | 15 | 13 | 4 | 2 | 2 | -34 | -18 | -6
CC1CCCN(C(=O)CCCNC(=O)c2ccc(Cl)cc2)C1 (stereo not drawn) | -1 | 0 | 4 | 3 | -1 | -9 | . | -28 | -9 | -6
COC(=O)c1cn(NC(=O)c2ccc([N+](=O)[O-])cc2Cl)c(=O)c2ccccc12 | 4 | -3 | -18 | -15 | 0 | -9 | -5 | 11 | 24 | 1
COc1ccc(/C=C/C(=O)c2ccc3c4c(cccc24)CC3)cc1 | 1 | -4 | 6 | 3 | -1 | 15 | -7 | -49 | -6 | 6
Fc1ccc2c(c1)C(c1ccncc1)=NNC(c1ccc(Br)cc1)=N2 | 2 | -2 | 16 | -5 | 3 | -12 | -2 | -11 | -52 | 2
Cc1nnsc1SCCNC(=O)Nc1ccc(Cl)cc1 | 2 | 0 | 18 | 12 | 1 | -3 | 10 | -33 | -98 | 2
CCN1CCN(S(=O)(=O)Cc2ccccc2Cl)CC1 | -5 | 0 | -11 | 2 | 1 | 2 | 2 | 5 | -6 | 1
CCOC(=O)N/N=C/c1cn(Cc2ccc(F)cc2)c2ccccc12 | 5 | 2 | 18 | 5 | 0 | 5 | -2 | 0 | 47 | 9
O=C(Nc1ccc(C2CCCCC2)cc1)C1CCN(c2ncccn2)CC1 | . | -1 | 1 | -7 | 3 | -4 | 12 | . | -11 | .
COc1ccc2cc(C(=O)COC(=O)COc3ccc4c(C)cc(=O)oc4c3)ccc2c1 | -4 | 0 | 5 | -3 | 4 | -8 | -3 | -13 | -24 | 2
CC1(C)CC(=O)c2cc(NC(=O)c3ccccc3)c(=O)oc2C1 | 3 | -2 | -5 | -13 | -2 | -10 | -9 | -10 | -26 | 2
Cc1ccc(C)c(NC(=S)NCc2ccc3c(c2)OCO3)c1 | -2 | -1 | ? | 6 | 1 | . | -5 | -46 | 4 | -2
COc1cccc(NC(=O)CN2CCN(S(=O)(=O)c3ccc(C(C)C)cc3)CC2)c1 | -2 | 3 | 31 | 2 | -1 | 12 | -6 | 12 | 23 | -3
COc1ccc(/C=N/n2cnnc2)cc1Oc1nc(Cl)ncc1F | -6 | -3 | -9 | 2 | 3 | 2 | 2 | -62 | -24 | 1
COc1ccc(-c2[nH]nc3c2C(c2ccncc2)C(C#N)=C(N)O3)cc1 (stereo not drawn) | 1 | 0 | 6 | 8 | 0 | -2 | 11 | -8 | -18 | 0
CCc1cccc(OC2OC(CO)C(O)C(O)C2NC(C)=O)c1 (stereo not drawn) | 3 | -2 | 0 | -4 | -2 | 17 | 0 | 8 | 8 | 1
CCC(C)C(NC(=O)OC(C)(C)C)C(=O)NC(C)C(N)=O (stereo not drawn) | 6 | 0 | . | . | 3 | 2 | 1 | -6 | 14 | 2
CCCCCc1ccc(CC(=O)O)cc1 | -3 | -2 | -5 | -3 | 0 | -2 | 6 | -15 | 18 | -1
O=C(O)COc1ccc(Br)cc1C(c1c(C(=O)O)[nH]c2ccccc12)c1c(C(=O)O)[nH]c2ccccc12 | -3 | -3 | -5 | -6 | . | 18 | -1 | -23 | 14 | 3
CCOC(=O)c1sc(NC(=O)Nc2cccc(Cl)c2)cc1C | 4 | -4 | 50 | 9 | 2 | 8 | 7 | -137 | -110 | 0
CSc1nnc(-c2cnccn2)n1Cc1ccccc1 | -2 | -1 | -3 | -8 | -1 | -1 | -7 | -18 | 30 | -8
O=C(/C=C/c1ccc2ccccc2n1)c1cc(Br)ccc1O | 8 | -1 | 25 | 18 | 3 | 6 | 2 | -13 | -34 | -1
COc1ccccc1CCNC(=O)CSc1ccc(-c2ccco2)nn1 | 2 | 0 | -13 | -5 | 3 | -4 | . | -18 | -36 | -11
Cn1ccc(C(=O)OCC(=O)c2ccccc2)n1 | 6 | 0 | 48 | 24 | 1 | 6 | -1 | -39 | -2 | 5
CC1(C)CC(=O)c2sc(NS(=O)(=O)c3ccccc3)nc2C1 | 1 | -1 | 1 | -4 | -1 | 0 | 1 | 11 | 14 | 3
COC(=O)n1c(=O)oc2cc(S(=O)(=O)N3CCCCC3)ccc21 | -1 | 1 | -1 | 1 | 5 | 7 | -6 | 16 | 15 | -3
COc1ccc(C(=O)/C=C/c2ccc3c(c2)OCCO3)cc1 | -6 | -2 | -3 | -8 | -3 | -4 | 9 | -30 | -19 | -6
CCCCNC(=S)Nc1ccc2cn[nH]c2c1 | 1 | . | 14 | -3 | 1 | 17 | 81* | -8 | -36 | -8

Shown with tabs: part of the list above.
SMILES	HSP90 inh	GSK3 alpha inh	HSF1 activator	HSF1 inh	GSK3beta inhib	Platelet DG rel	DYRK1A inh	KLF5 inhibitor	aSyn 5UTR inh	IEC-6 cytotox
CCOC(=O)c1sc(NC(=O)Nc2cccc(Cl)c2)cc1C	4	-4	50	9	2	8	7	-137	-110	0
COc1ccc2cc(C(=O)COC(=O)COc3ccc4c(C)cc(=O)oc4c3)ccc2c1	-4	0	5	-3	4	-8	-3	-13	-24	2
